Source: PubChem BioAssay (several laboratories)
NOD2 inhibition – inhibition of NOD2-driven NF-kB reporter – cell-based, luminescence, uHTS, HEK293 (AID 1566) | HEK293 NOD2/NF-kB luciferase reporter, luminescence; higher % means a stronger effect | one-dose inhibition, % at 4 µM; EC50 in µM for titrated hits | 0.63% of 290,000 active; further: many of its hits are not listed in these tables
Siah-1 displacement – Siah-1 peptide-binding antagonists, primary screen, biochemical, fluorescence polarization, rhodamine-plectin, uHTS (AID 1817); Siah-1 / rhodamine-plectin peptide fluorescence polarization; higher % means a stronger effect; displacement, % at 20 µM, or IC50 in µM where a hit was titrated; 0.02% of 290,000 active;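 active means displacement of at least 50% at 20 µM, with a fluorescence ratio check between 0.3 and a set limit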;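 further: plate controls were Siah plus tracer with DMSO for no effect and tracer alone without Siah for full effect; strong numbers were not always called active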
Myeloid diff 2 – myeloid differentiation induction | ER-HoxA9 myeloid progenitors, lysozyme-GFP differentiation, flow cytometry | calls only at 10 µM | 1% of 360,000 active;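 active means normalized GFP-positive differentiation at or above the plate's own cutoff, the solvent-only control mean plus 3 SD; inconclusive means no clear call, values can overlap the other calls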;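 further: cells exposed to compound for four days before flow analysis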
Lipid droplet – hepatic lipid droplet formation modulation. AML12 mouse hepatocytes, oleate lipid droplets, BODIPY imaging. inhibition, % at 6.5 µM. 0.4% of 240,000 active. AID 1656;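 active means lipid droplet intensity inhibited by at least 50%, with more than 500 cells counted; inconclusive means wells with under 300 cells, treated as cytotoxic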
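Technique: fluorescence imaging, 20x objective, two fields per well / Assay system: AML12 hepatocytes (mouse) / Measure: % inhibition of lipid droplet signal / Doses: 6.5 µM single-point dosing / Incubation: overnight exposure / Reagent: 100 µM oleic acid challenge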
XIAP displacement – XIAP antagonists, biochemical, IAP family, fluorescence polarization (AID 1018); XIAP BIR domain, fluorescence polarization peptide displacement; higher % means a stronger effect; one-dose displacement, % at 20 µM; IC50 in µM for titrated hits; 0.007% of 200,000 active; in the data active means displacement above about 50%; further: a part of the inactive calls stands beside numbers as strong as those of hits
LYP inhibition – inhibitors of LYP phosphatase, biochemical, fluorescence intensity, uHTS (AID 1779); recombinant LYP phosphatase, fluorescence intensity; higher % means a stronger effect; one-dose inhibition, % at 11.5 µM; IC50 in µM for titrated hits; 0.054% of 290,000 active;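 further: plate controls were vehicle with enzyme for no effect and no enzyme for full effect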
AID2073 – disruptors of CaV2.2 binding to Mint1 – biochemical, HTRF (AID 2073); HTRF protein-protein interaction, Mint1-CaV2.2; higher % means a stronger effect; 0.19% of 290,000 active; one-dose inhibition, % at 20 µM; IC50 in µM for titrated hits; in the data active means inhibition mostly above about 51%, no sharp cut-off; inconclusive means no clear call, values can overlap the other calls; inactive means mostly below about 53%; further: some results filed as inactive read as strong as hits
HIV peptide binding – inhibitors of HIV fusion peptide binding, primary screen, biochemical, uHTS, fluorescence dequenching (AID 1986) | cell-free peptide binding, fluorescence dequenching, 30 min; higher % means a stronger effect | inhibition, % at 20 µM, or IC50 in µM where a hit was titrated | 0.3% of 290,000 active; in the data active means inhibition mostly above about 52%, no sharp cut-off; inactive means mostly below about 76%; further: some results filed as inactive read as strong as hits
NS5 inhibitors – flavivirus cap methylation enzyme inhibition – biochemical, confirmation dose response, primary screen (AID 588689); Dengue-2 NS5 methyltransferase capping enzyme assay, biochemical; higher % means a stronger effect; one-dose inhibition, % at 25 µM; IC50 in µM for titrated hits; 0.3% of 340,000 active; in the data active means a potency from the dose series; inconclusive means inhibition above about 29% without an active follow-up result
Lipid droplet cells 6.5 µM – recorded beside Lipid droplet, whose call it bears; cell count; measured here: cell count, cytotoxicity flag;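 cells counted across two imaged fields per well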
NS5 inhibitors pilot replicate – second read-out of NS5 inhibitors, no call of its own (marks repeat the call); inhibition, %; measured here: pilot screen replicate inhibition
Myeloid diff 2 GFP+ MAC1+ % – further read-out of Myeloid diff 2, marked with its call; GFP+ MAC1+ double positive, %; measured here: differentiation confirmed by MAC1 staining
Active calls of the source: *. Unless noted, no stated cut-off is given here; in the data, active means inhibition above about 50%; inactive means the rest. An excerpt. The share of hits here may be higher or lower than overall.

Screening C=CCn1c(NS(=O)(=O)c2ccccc2)c(S(=O)(=O)c2ccc(C)cc2)c2nc3ccccc3nc21 returned NOD2 inhibition 1%, Siah-1 displacement inactive, Myeloid diff 2 inactive, Lipid droplet 10, XIAP displacement -7.4%, LYP inhibition -3%, AID2073 -2%, HIV peptide binding 3.9%, NS5 inhibitors -4%, Lipid droplet cells 6.5 µM 657 and Myeloid diff 2 GFP+ MAC1+ % 0.5.
For CC(=O)c1ccc(OCC(O)CN2CCN(Cc3ccccc3)CC2)cc1 (configuration not stated) the results were NOD2 inhibition -16%, Siah-1 displacement 3%, Myeloid diff 2 inactive, XIAP displacement -5.0%, LYP inhibition -12%, AID2073 -6%, HIV peptide binding -0.3%, NS5 inhibitors 3% and Myeloid diff 2 GFP+ MAC1+ % 2.7.
`COc1cc(/C=C/C(=O)OCC(=O)NCCN2C(=O)CSC2=O)ccc1OC(F)F` gave NOD2 inhibition -2%, Siah-1 displacement 2%, Myeloid diff 2 inactive, Lipid droplet 2, XIAP displacement -4.0%, LYP inhibition 3%, AID2073 4%, HIV peptide binding 5.6%, NS5 inhibitors 1%, Lipid droplet cells 6.5 µM 733 and Myeloid diff 2 GFP+ MAC1+ % 0.3.
Screening O=c1c(-c2nc3ccccc3s2)cccn1Cc1ccccc1 returned NOD2 inhibition -164%, Siah-1 displacement -1%, Myeloid diff 2 active, XIAP displacement -2.8%, LYP inhibition -16%, AID2073 inconclusive, HIV peptide binding -1.4%, NS5 inhibitors -1%, NS5 inhibitors pilot replicate 3.8 and Myeloid diff 2 GFP+ MAC1+ % 5.0*.
`O=C(CCCn1c(=S)[nH]c2cc3c(cc2c1=O)OCO3)N1CCN(c2ccccc2F)CC1` gave NOD2 inhibition 16%, Siah-1 displacement 0%, Myeloid diff 2 inactive, Lipid droplet -2, XIAP displacement -1.4%, LYP inhibition 2%, AID2073 -28%, HIV peptide binding -2.4%, NS5 inhibitors -6%, Lipid droplet cells 6.5 µM 620 and Myeloid diff 2 GFP+ MAC1+ % 0.7.
For CCC(=O)N1N=C(c2ccc(C)cc2)CC1c1ccco1 (configuration not stated) the results were NOD2 inhibition -14%, Siah-1 displacement 1%, Myeloid diff 2 inactive, Lipid droplet 8, LYP inhibition -6%, AID2073 2%, HIV peptide binding 0.9%, NS5 inhibitors 3%, Lipid droplet cells 6.5 µM 750 and Myeloid diff 2 GFP+ MAC1+ % 0.5.
`Cc1nc(CS(=O)(=O)c2ccccc2)cc(N2CCN(c3ccccc3F)CC2)n1` gave NOD2 inhibition 10%, Siah-1 displacement 5%, Myeloid diff 2 inactive, Lipid droplet -20, XIAP displacement -1.9%, LYP inhibition 2%, AID2073 -10%, HIV peptide binding -0.8%, NS5 inhibitors 5%, Lipid droplet cells 6.5 µM 691 and Myeloid diff 2 GFP+ MAC1+ % 0.1.
Screening CN(C)/C=C(\C#N)S(=O)(=O)C(C)(C)C returned NOD2 inhibition 3%, Siah-1 displacement 8%, Myeloid diff 2 inactive, Lipid droplet 2, XIAP displacement -4.2%, LYP inhibition -5%, AID2073 2%, HIV peptide binding 1.1%, NS5 inhibitors -4%, Lipid droplet cells 6.5 µM 649 and Myeloid diff 2 GFP+ MAC1+ % 0.6.
For C=C1c2cc(C)ccc2NC(=O)N1c1ccc(C)cc1 the results were NOD2 inhibition -19%, Siah-1 displacement -2%, Myeloid diff 2 inactive, Lipid droplet -2, XIAP displacement -14%, LYP inhibition -9%, AID2073 -7%, HIV peptide binding -1.3%, Lipid droplet cells 6.5 µM 832 and Myeloid diff 2 GFP+ MAC1+ % 0.1.
Screening Cc1ccc(C(c2sc3nc(C)nn3c2O)N2CCN(CCO)CC2)cc1 (configuration not stated) returned NOD2 inhibition -37%, Siah-1 displacement -3%, Myeloid diff 2 inactive, Lipid droplet 24, LYP inhibition -8%, AID2073 -1%, HIV peptide binding -2.0%, NS5 inhibitors -2%, Lipid droplet cells 6.5 µM 667 and Myeloid diff 2 GFP+ MAC1+ % 2.6.
O=C1CC(c2cccc(Cl)c2)CC(O)=C1C=Nc1ccccc1 (configuration not stated) was read as NOD2 inhibition 11%, Siah-1 displacement 2%, Myeloid diff 2 inactive, Lipid droplet -33, XIAP displacement -4.0%, LYP inhibition 2%, AID2073 -5%, HIV peptide binding 7.1%, NS5 inhibitors 0%, Lipid droplet cells 6.5 µM 511 and Myeloid diff 2 GFP+ MAC1+ % 3.8.
Screening CCOc1ccc(N2C(=O)CC(SC(=NC)Nc3cccc(OC)c3)C2=O)cc1 (configuration not stated) returned NOD2 inhibition 13%, Siah-1 displacement 10%, Myeloid diff 2 inactive, Lipid droplet 5, XIAP displacement -9.1%, LYP inhibition 5%, AID2073 8%, HIV peptide binding -1.5%, NS5 inhibitors 1%, Lipid droplet cells 6.5 µM 741 and Myeloid diff 2 GFP+ MAC1+ % 0.6.
`COc1ccc(N2CCN(c3ccc([N+](=O)[O-])cc3Cl)CC2)cc1` gave NOD2 inhibition 1%, Siah-1 displacement 4%, Myeloid diff 2 inactive, Lipid droplet -6, XIAP displacement -0.8%, LYP inhibition -4%, AID2073 4%, HIV peptide binding 1.3%, NS5 inhibitors -2%, Lipid droplet cells 6.5 µM 561 and Myeloid diff 2 GFP+ MAC1+ % 0.7.
c1ccc2c(c1)nc1n2CCN1 was read as NOD2 inhibition 19%, Siah-1 displacement 4%, Myeloid diff 2 inactive, Lipid droplet -44, XIAP displacement -6.0%, LYP inhibition -7%, AID2073 1%, HIV peptide binding -2.3%, NS5 inhibitors -1%, Lipid droplet cells 6.5 µM 633 and Myeloid diff 2 GFP+ MAC1+ % 0.9.
Screening COc1ccc(/C=C/C(=O)Nc2ccc(-n3nncc3-c3ccccc3)cc2)cc1OC returned NOD2 inhibition 24%, Siah-1 displacement 10%, Myeloid diff 2 inactive, Lipid droplet -2, XIAP displacement -0.2%, LYP inhibition 6%, AID2073 8%, HIV peptide binding -1.6%, NS5 inhibitors 1%, Lipid droplet cells 6.5 µM 562 and Myeloid diff 2 GFP+ MAC1+ % 1.1.
CN1CCC(=O)N([C@H](CC#N)c2ccccc2)CC1 was read as NOD2 inhibition 22%, Siah-1 displacement 1%, Myeloid diff 2 inactive, LYP inhibition -21%, AID2073 14%, HIV peptide binding 2.2%, NS5 inhibitors -1% and Myeloid diff 2 GFP+ MAC1+ % 1.6.
Screening Cc1ccc(N/C=C/C(=O)c2ccccc2)cc1Br returned NOD2 inhibition -115%, Siah-1 displacement 1%, Myeloid diff 2 inactive, Lipid droplet 3, LYP inhibition -11%, AID2073 5%, HIV peptide binding -0.6%, NS5 inhibitors 5%, Lipid droplet cells 6.5 µM 774 and Myeloid diff 2 GFP+ MAC1+ % 0.1.
COC(=O)c1ccc(CSc2nnc3sc4ccccc4n23)o1 was read as NOD2 inhibition 4%, Siah-1 displacement 0%, Myeloid diff 2 inactive, XIAP displacement 0.0%, LYP inhibition -6%, AID2073 16%, HIV peptide binding -2.5%, NS5 inhibitors -2% and Myeloid diff 2 GFP+ MAC1+ % 0.5.
`COc1cccc(/C=N/N2C(=O)NC3(CCCCC3)C2=O)c1O` gave NOD2 inhibition -6%, Siah-1 displacement -4%, Myeloid diff 2 inactive, Lipid droplet 12, XIAP displacement -1.9%, LYP inhibition -3%, AID2073 3%, HIV peptide binding -1.0%, NS5 inhibitors -13%, Lipid droplet cells 6.5 µM 792 and Myeloid diff 2 GFP+ MAC1+ % 0.5.
For CC(=O)Nc1ccc(NC(=O)C2CCCN2C(=O)NCc2ccccc2)cc1 (configuration not stated) the results were NOD2 inhibition -7%, Siah-1 displacement 4%, Myeloid diff 2 inactive, Lipid droplet 15, LYP inhibition -11%, AID2073 9%, HIV peptide binding 0.9%, NS5 inhibitors -3%, Lipid droplet cells 6.5 µM 765 and Myeloid diff 2 GFP+ MAC1+ % 5.0.
Screening Cc1ccccc1NC(=O)Cn1nnc(-c2ccc(CN3CCC(C)CC3)cc2)n1 returned NOD2 inhibition 6%, Siah-1 displacement 0%, Myeloid diff 2 inactive, Lipid droplet 6, LYP inhibition 0%, AID2073 5%, HIV peptide binding 1.0%, NS5 inhibitors -3%, Lipid droplet cells 6.5 µM 712 and Myeloid diff 2 GFP+ MAC1+ % 0.9.
For CCOC(=O)/C=C1\SCC(=O)N1CC(=O)NCc1ccc(OC)c(OC)c1 the results were NOD2 inhibition 11%, Siah-1 displacement 9%, Myeloid diff 2 inactive, Lipid droplet 2, XIAP displacement -10%, LYP inhibition -1%, AID2073 -13%, HIV peptide binding -0.8%, Lipid droplet cells 6.5 µM 695 and Myeloid diff 2 GFP+ MAC1+ % 0.1.
For CCOC(=O)c1sc(NC(=O)c2ccc(S(=O)(=O)N3CCCCC3)cc2)nc1-c1ccccc1 the results were NOD2 inhibition 15%, Siah-1 displacement 1%, Myeloid diff 2 inactive, Lipid droplet 16, XIAP displacement -4.4%, LYP inhibition 3%, AID2073 17%, HIV peptide binding -1.9%, NS5 inhibitors -1%, Lipid droplet cells 6.5 µM 652 and Myeloid diff 2 GFP+ MAC1+ % 0.6.
`CCOCCCn1cc(C(=O)c2cc(Br)ccc2O)cc(C#N)c1=O` gave NOD2 inhibition -15%, Siah-1 displacement -10%, Myeloid diff 2 inactive, Lipid droplet -9, XIAP displacement -3.2%, LYP inhibition 5%, AID2073 26%, HIV peptide binding 7.8%, NS5 inhibitors -13%, Lipid droplet cells 6.5 µM 753 and Myeloid diff 2 GFP+ MAC1+ % 0.2.
Screening Cn1cc(C(=O)C(=O)N2CCOCC2)c2ccccc21 returned NOD2 inhibition -3%, Siah-1 displacement 12%, Myeloid diff 2 inconclusive, Lipid droplet -19, LYP inhibition 0%, AID2073 -6%, HIV peptide binding 1.4%, NS5 inhibitors -2% and Lipid droplet cells 6.5 µM 590.

A draw from above in order of molecular weight, ascending.
COC(=O)c1ccc(CSc2nnc3sc4ccccc4n23)o1 was read as NOD2 inhibition 4%, Siah-1 displacement 0%, Myeloid diff 2 inactive, XIAP displacement 0.0%, LYP inhibition -6%, AID2073 16%, HIV peptide binding -2.5%, NS5 inhibitors -2% and Myeloid diff 2 GFP+ MAC1+ % 0.5.
For CC(=O)Nc1ccc(NC(=O)C2CCCN2C(=O)NCc2ccccc2)cc1 (configuration not stated) the results were NOD2 inhibition -7%, Siah-1 displacement 4%, Myeloid diff 2 inactive, Lipid droplet 15, LYP inhibition -11%, AID2073 9%, HIV peptide binding 0.9%, NS5 inhibitors -3%, Lipid droplet cells 6.5 µM 765 and Myeloid diff 2 GFP+ MAC1+ % 5.0.
For CCOC(=O)/C=C1\SCC(=O)N1CC(=O)NCc1ccc(OC)c(OC)c1 the results were NOD2 inhibition 11%, Siah-1 displacement 9%, Myeloid diff 2 inactive, Lipid droplet 2, XIAP displacement -10%, LYP inhibition -1%, AID2073 -13%, HIV peptide binding -0.8%, Lipid droplet cells 6.5 µM 695 and Myeloid diff 2 GFP+ MAC1+ % 0.1.
